MrgX1 allo act: allosterically activates human MrgX1 receptor signaling; MrgX1-HEK293, Fluo-4 calcium flux, FDSS; active compounds read high; B-score at 10 µM; hit rate 0.63% among 310,000; AID 588675;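 active = plate-corrected calcium response at least 3 library SD above typical, normal starting fluorescence, not activating the receptor alone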;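 note: compound read alongside a low EC10 to EC30 dose of BAM8-22 agonist; peak minus trough fluorescence over baseline measured at the second addition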
TRPC4 agonist: activators of mouse TRPC4 channel; HEK293 TRPC4beta/mu-opioid, Fluo4 calcium fluorescence; active compounds read high; B-score at 10 µM; hit rate 0.49% among 310,000;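 active = B-score above 5 SD of library B-scores, and initial fluorescence ratio not above library mean plus 5 SD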;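 note: positive B-score marks a calcium rise read as TRPC4 activation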
Target sequence (Q9QUQ5 whole entry, looked up): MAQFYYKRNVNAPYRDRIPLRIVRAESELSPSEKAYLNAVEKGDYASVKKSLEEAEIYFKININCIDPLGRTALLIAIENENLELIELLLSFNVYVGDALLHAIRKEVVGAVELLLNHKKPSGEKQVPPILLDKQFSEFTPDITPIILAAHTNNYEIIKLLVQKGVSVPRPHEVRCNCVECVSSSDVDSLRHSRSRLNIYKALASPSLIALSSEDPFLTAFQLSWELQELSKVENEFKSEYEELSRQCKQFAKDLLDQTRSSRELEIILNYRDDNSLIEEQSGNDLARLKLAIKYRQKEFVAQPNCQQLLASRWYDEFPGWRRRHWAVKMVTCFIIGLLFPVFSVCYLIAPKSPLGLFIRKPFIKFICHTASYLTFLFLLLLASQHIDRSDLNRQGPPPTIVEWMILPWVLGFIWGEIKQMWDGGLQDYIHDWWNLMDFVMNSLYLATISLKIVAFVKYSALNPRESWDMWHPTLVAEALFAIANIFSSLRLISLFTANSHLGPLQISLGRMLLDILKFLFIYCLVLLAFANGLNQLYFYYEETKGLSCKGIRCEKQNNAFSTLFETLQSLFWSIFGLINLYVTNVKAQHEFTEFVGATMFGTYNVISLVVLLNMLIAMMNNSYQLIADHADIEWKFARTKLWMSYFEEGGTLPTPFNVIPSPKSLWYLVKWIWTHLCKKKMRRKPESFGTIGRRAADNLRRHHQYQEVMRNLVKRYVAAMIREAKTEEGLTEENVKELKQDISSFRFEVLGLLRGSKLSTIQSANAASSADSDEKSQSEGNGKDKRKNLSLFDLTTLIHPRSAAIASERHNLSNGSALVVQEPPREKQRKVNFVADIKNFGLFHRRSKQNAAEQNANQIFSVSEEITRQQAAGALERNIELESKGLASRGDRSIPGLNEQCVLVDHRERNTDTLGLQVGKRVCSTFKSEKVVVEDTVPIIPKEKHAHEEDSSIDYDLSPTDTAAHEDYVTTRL
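Material: HEK293 stable line with TRPC4beta plus mu-opioid receptor; technique: Fluo4 calcium-sensitive dye fluorescence, kinetic, 1 Hz baseline; timing: Fluo4 dye loading 45 min at room temperature, 110 s recording; controls: assay buffer as low control, maximal DAMGO as high control; read-out: integrated baseline-normalised fluorescence ratio, converted to per-well B score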
MrgX1 antagonist: antagonists of human MrgX1 receptor; MRGX1-HEK293 calcium flux, Fluo-4, BAM8-22 antagonism; active compounds read low; B-score at 10 µM; Q96LB2; hit rate 1.3% among 310,000;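 active = calcium-response B-score plate-corrected more than 3 library SD below zero, starting fluorescence within 5 deviations, no agonist response on first addition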;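 note: peak minus trough fluorescence over baseline after final BAM8-22 challenge near maximal dose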
TRPC6 activator: activators of mouse TRPC6 channel. B-score at 10 µM. hit rate 0.13% among 310,000. AID 2550. Q61143. HEK293-TRPC6 membrane potential dye fluorescence; active compounds read high;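 active = B-score of the integrated fluorescence ratio above library mean plus 3 SD, and starting fluorescence ratio within library mean plus 5 SD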;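 note: higher score means more depolarization so channel activation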
TRPC6 inhibitor: blocks the mouse TRPC6 cation channel; hit rate 1.1% among 310,000; Q61143; HEK293-TRPC6, membrane potential dye, ACh-evoked depolarization; active compounds read low; B-score at 10 µM;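 active = B-score under library mean minus 3 SD, initial fluorescence not abnormally high, positive integrated signal ratio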;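 note: B-score derived from integrated fluorescence ratio over the kinetic read; more negative B-score means stronger inhibition of depolarization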
TRPC4 potent: allosteric potentiators of mouse TRPC4 channel | Q9QUQ5 | HEK293 TRPC4beta/mu-opioid, DAMGO EC20, Fluo-4 Ca2+ flux; active compounds read high | B-score at 10 µM | hit rate 0.42% among 310,000 | AID 2227;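 active = B-score of calcium response area above 5 SD of library B-scores, with initial fluorescence ratio within 5 SD of library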;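 note: B-score of integrated fluorescence ratio over time as area under calcium response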
MrgX1 ag: agonists of human MrgX1 receptor; MrgX1-HEK293 cells, Fluo-4 calcium fluorescence, agonist mode; active compounds read high; B-score at 10 µM; hit rate 0.44% among 310,000; AID 588627;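 active = calcium response B-score plate-corrected fluorescence ratio at least 3 library SD, with starting fluorescence B-score inside 5 SD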
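Material: MrgX1-expressing HEK293 cells / Dosing: compound as first of three additions / Incubation: overnight seeding, then 1 h dark dye loading / Signal: Fluo-4 NW calcium fluorescence / Evaluation: B-scored fluorescence response ratio / Benchmarks: positive and negative control wells on each plate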
AI-2 QS modul: Vibrio harveyi AI-2 quorum sensing modulation | activity change, % at 7.5 µM | hit rate 0.4% among 300,000 | Vibrio harveyi JMH597 AI-2 luminescence/OD600 ratio, 9 h; active compounds read low; strain lacks LuxN and CqsS sensors; 0 = neutral-control median; in the data active = activity change below about -75%, passing the limit was not always enough;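 note: luminescence divided by OD600 gain over 9 h not by final OD600 alone; inactives centre near 13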
PolyA inh: yeast polyadenylation inhibition; S. cerevisiae SKY197-pL101 polyadenylation reporter, beta-gal luminescence; efflux-impaired pdr1/pdr3 knockout yeast; score 100 = 6 SD above DMSO; calls only at 12 µM; hit rate 0.02% among 300,000; AID 1875;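 active = lowest replicate activity score at least 50, where 100 means six control SD above control mean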;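 note: yeast exposed to compound for 9 h at 30 °C; higher score means more reporter readthrough which indicates perturbed polyadenylation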
TRPC4 block: TRPC4 (mouse) channel inhibition; HEK293 TRPC4beta/mu-opioid, DAMGO-evoked Fluo4 calcium flux; active compounds read low; B-score at 10 µM; hit rate 0.39% among 300,000; AID 2247;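 active = B-score over 3 SD under the library average, no early fluorescence shift, positive overall ratio signal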
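Material: HEK293 cells with stable TRPC4beta plus mu-opioid receptor expression; probe or stimulus: DAMGO in two steps, submaximal then maximal; technique: Fluo4 calcium fluorescence by kinetic imaging, 5 s 1 Hz baseline; measure: integrated fluorescence ratio relative to baseline, converted to per-well B score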
HIF activator: HIF pathway transcriptional activation; U2OS HRE-luciferase reporter, luminescence; normalized: DMSO 0%, desferrioxamine 100%; AID 1910; activation, % at 7.5 µM (by protocol); hit rate 0.32% among 300,000;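 active = mean activation of at least 10% of the iron chelator positive control signal, with at least half of replicates also reaching 10%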
* hit, by the source's call. Some of the compounds tested, so the mix of outcomes need not match the whole.

How did CCN(CC)CCSc1nnc2c3cc(F)ccc3n(Cc3ccccc3)c2n1 do in these assays?
MrgX1 allo act: inactive; TRPC4 agonist: inactive; MrgX1 antagonist: inactive; TRPC6 activator: inactive; TRPC6 inhibitor: -5.9*; TRPC4 potent: inactive; MrgX1 ag: inactive; AI-2 QS modul: 3; PolyA inh: inactive; TRPC4 block: inactive; HIF activator: 1.2

How did O=C(CN1CCOCC1)Nc1ccc2c(c1)OC(F)(F)O2 do in these assays?
MrgX1 allo act: inactive; TRPC4 agonist: inactive; MrgX1 antagonist: inactive; TRPC6 activator: inactive; TRPC6 inhibitor: inactive; TRPC4 potent: inactive; MrgX1 ag: inactive; AI-2 QS modul: 2; PolyA inh: inactive; TRPC4 block: inactive; HIF activator: 1.0

What do the screens show for `CCOC(=O)C1=C(c2ccccc2)Nc2ncnn2C1c1cc(OC)ccc1OC` (stereo unspecified)?
MrgX1 allo act: inactive; TRPC4 agonist: inactive; MrgX1 antagonist: inactive; TRPC6 activator: inactive; TRPC6 inhibitor: inactive; TRPC4 potent: inactive; MrgX1 ag: inactive; AI-2 QS modul: 13; PolyA inh: inactive; HIF activator: -0.1

What do the screens show for `CCCn1c(Cc2ccccc2)nnc1SCC(=O)N1CCOCC1`?
MrgX1 allo act: inactive; TRPC4 agonist: inactive; MrgX1 antagonist: inactive; TRPC6 activator: inactive; TRPC6 inhibitor: inactive; TRPC4 potent: inactive; MrgX1 ag: inactive; AI-2 QS modul: 7; PolyA inh: inactive; TRPC4 block: inactive; HIF activator: -1.8

How did OC1CCCN(c2c3c(nc4cc(-c5cccc(Cl)c5)nn24)CCC3)C1 (stereo unspecified) do in these assays?
MrgX1 allo act: inactive; TRPC4 agonist: inactive; MrgX1 antagonist: inactive; TRPC6 activator: inactive; TRPC6 inhibitor: inactive; TRPC4 potent: inactive; MrgX1 ag: inactive; AI-2 QS modul: -5; PolyA inh: inactive; TRPC4 block: inactive; HIF activator: 0.1

How did CCOC(=O)N1CCN(C(=O)Cn2nc(C)n3nc(-c4ccccc4)cc3c2=O)CC1 do in these assays?
MrgX1 allo act: inactive; TRPC4 agonist: inactive; MrgX1 antagonist: inactive; TRPC6 activator: inactive; TRPC6 inhibitor: inactive; TRPC4 potent: inactive; MrgX1 ag: inactive; AI-2 QS modul: 32; PolyA inh: inactive; TRPC4 block: inactive; HIF activator: -0.2

What do the screens show for `CCn1cc(/C=N\NC(=O)c2ccc(F)cc2)cn1`?
MrgX1 allo act: inactive; TRPC4 agonist: inactive; MrgX1 antagonist: inactive; TRPC6 activator: inactive; TRPC6 inhibitor: inactive; TRPC4 potent: inactive; MrgX1 ag: inactive; AI-2 QS modul: 1; PolyA inh: inactive; TRPC4 block: inactive; HIF activator: -0.2

What do the screens show for `O=C(N/N=C/c1ccccc1OCc1ccccc1Cl)c1cccnc1`?
MrgX1 allo act: inactive; TRPC4 agonist: inactive; MrgX1 antagonist: inactive; TRPC6 activator: inactive; TRPC6 inhibitor: inactive; TRPC4 potent: inactive; MrgX1 ag: inactive; AI-2 QS modul: 3; PolyA inh: inactive; TRPC4 block: inactive; HIF activator: -0.8

How did Cc1ccnc(NC(=O)CCNS(=O)(=O)c2ccc(C)c(C)c2)c1 do in these assays?
MrgX1 allo act: inactive; TRPC4 agonist: inactive; MrgX1 antagonist: inactive; TRPC6 activator: inactive; TRPC6 inhibitor: inactive; TRPC4 potent: inactive; MrgX1 ag: inactive; AI-2 QS modul: 4; PolyA inh: inactive; TRPC4 block: inactive; HIF activator: 1.1

How did NC1=NC(c2ccc(Cl)cc2)C(C(=O)c2ccccc2)N1 (stereo unspecified) do in these assays?
MrgX1 allo act: inactive; TRPC4 agonist: inactive; MrgX1 antagonist: inactive; TRPC6 activator: inactive; TRPC6 inhibitor: inactive; TRPC4 potent: inactive; MrgX1 ag: inactive; AI-2 QS modul: 20; PolyA inh: inactive; TRPC4 block: inactive; HIF activator: 1.3

What do the screens show for `C/C(=N\N=C(/N)SC1CC(=O)N(c2ccc(Cl)c(Cl)c2)C1=O)c1cccs1` (stereo unspecified)?
MrgX1 allo act: inactive; TRPC4 agonist: inactive; MrgX1 antagonist: inactive; TRPC6 activator: inactive; TRPC6 inhibitor: inactive; TRPC4 potent: inactive; MrgX1 ag: inactive; AI-2 QS modul: 18; PolyA inh: inactive; TRPC4 block: inactive; HIF activator: -0.1

How did O=C(Nc1ccccc1C(=O)N1CCOCC1)c1cc2ccccc2o1 do in these assays?
MrgX1 allo act: inactive; TRPC4 agonist: inactive; MrgX1 antagonist: inactive; TRPC6 activator: inactive; TRPC6 inhibitor: inactive; TRPC4 potent: inactive; MrgX1 ag: inactive; AI-2 QS modul: 5; PolyA inh: inactive; TRPC4 block: inactive; HIF activator: -0.8

What do the screens show for `O=C(CCc1c[nH]c2ccccc12)Nc1ccc(S(=O)(=O)Nc2ncccn2)cc1`?
MrgX1 allo act: inactive; TRPC4 agonist: inactive; MrgX1 antagonist: inactive; TRPC6 activator: inactive; TRPC6 inhibitor: inactive; TRPC4 potent: inactive; MrgX1 ag: inactive; AI-2 QS modul: -54; PolyA inh: inactive; TRPC4 block: inactive; HIF activator: 0.1

What do the screens show for `O=C(Nc1ccc2c(c1)OCO2)c1ccc2nc[nH]c2c1`?
MrgX1 allo act: inactive; TRPC4 agonist: inactive; MrgX1 antagonist: inactive; TRPC6 activator: inactive; TRPC6 inhibitor: inactive; TRPC4 potent: inactive; MrgX1 ag: inactive; AI-2 QS modul: -2; PolyA inh: inactive; TRPC4 block: inactive; HIF activator: 2.6

Results for Cc1c(C(=O)NC(C)C)sc2ncn(CC(=O)N3CCC(C)CC3)c(=O)c12 ?
MrgX1 allo act: inactive; TRPC4 agonist: inactive; MrgX1 antagonist: inactive; TRPC6 activator: inactive; TRPC6 inhibitor: inactive; TRPC4 potent: inactive; MrgX1 ag: inactive; AI-2 QS modul: 22; PolyA inh: inactive; TRPC4 block: inactive; HIF activator: 0.1

How did Cc1ccc(NC2CC(=O)N(c3ccc(N4CCCCC4)cc3)C2=O)cc1 (stereo unspecified) do in these assays?
MrgX1 allo act: inactive; TRPC4 agonist: inactive; MrgX1 antagonist: inactive; TRPC6 activator: inactive; TRPC6 inhibitor: inactive; TRPC4 potent: inactive; MrgX1 ag: inactive; AI-2 QS modul: 12; PolyA inh: inactive; TRPC4 block: inactive; HIF activator: 0.0

Results for CC(C)CN1CCN(Cc2ccc(C#CC(C)(C)O)cc2)CC1CCO (stereo unspecified) ?
MrgX1 allo act: inactive; TRPC4 agonist: inactive; MrgX1 antagonist: inactive; TRPC6 activator: inactive; TRPC6 inhibitor: inactive; TRPC4 potent: inactive; MrgX1 ag: inactive; AI-2 QS modul: 13; PolyA inh: inactive; TRPC4 block: inactive; HIF activator: -0.6

Results for CC(=O)Nc1ccc(S(=O)(=O)Nc2cc(C)cn(Cc3ccccc3)c2=O)cc1 ?
MrgX1 allo act: inactive; TRPC4 agonist: inactive; MrgX1 antagonist: inactive; TRPC6 activator: inactive; TRPC6 inhibitor: inactive; TRPC4 potent: inactive; MrgX1 ag: inactive; AI-2 QS modul: 30; PolyA inh: inactive; TRPC4 block: inactive; HIF activator: -0.1

What do the screens show for `O=C(NC1CCCCCC1)C1CCCN1S(=O)(=O)c1cccc2cccnc12` (stereo unspecified)?
MrgX1 allo act: inactive; TRPC4 agonist: inactive; MrgX1 antagonist: inactive; TRPC6 activator: inactive; TRPC6 inhibitor: inactive; TRPC4 potent: inactive; MrgX1 ag: inactive; AI-2 QS modul: 14; PolyA inh: inactive; TRPC4 block: inactive

What do the screens show for `Cc1ccc(NC(=O)CCCCCC2NC(=O)NC2C)cc1` (stereo unspecified)?
MrgX1 allo act: inactive; TRPC4 agonist: inactive; MrgX1 antagonist: inactive; TRPC6 activator: inactive; TRPC6 inhibitor: inactive; TRPC4 potent: inactive; MrgX1 ag: inactive; AI-2 QS modul: 27; PolyA inh: inactive; TRPC4 block: inactive; HIF activator: 0.7

How did CC(C(=O)Nc1nccs1)N1C(=O)C2CC=CCC2C1=O (stereo unspecified) do in these assays?
MrgX1 allo act: inactive; TRPC4 agonist: inactive; MrgX1 antagonist: inactive; TRPC6 activator: inactive; TRPC6 inhibitor: inactive; TRPC4 potent: inactive; MrgX1 ag: inactive; AI-2 QS modul: 9; PolyA inh: inactive; TRPC4 block: inactive; HIF activator: 0.0

How did CC(C)OC(=O)CSc1nnc2c3ccccc3n(C)c2n1 do in these assays?
MrgX1 allo act: inactive; TRPC4 agonist: inactive; MrgX1 antagonist: inactive; TRPC6 activator: inactive; TRPC6 inhibitor: inactive; TRPC4 potent: inactive; MrgX1 ag: inactive; AI-2 QS modul: 17; PolyA inh: inactive; TRPC4 block: inactive; HIF activator: 0.1

What do the screens show for `CCCCC(=O)Nc1c2c(nn1-c1cccc(C)c1C)CS(=O)(=O)C2`?
MrgX1 allo act: inactive; TRPC4 agonist: inactive; MrgX1 antagonist: inactive; TRPC6 activator: inactive; TRPC6 inhibitor: inactive; TRPC4 potent: inactive; MrgX1 ag: inactive; AI-2 QS modul: 26; PolyA inh: inactive; TRPC4 block: inactive; HIF activator: -2.6

What do the screens show for `Cc1cc(C)n(/N=C/c2ccccc2O)c(=O)c1`?
MrgX1 allo act: inactive; TRPC4 agonist: inactive; MrgX1 antagonist: inactive; TRPC6 activator: inactive; TRPC6 inhibitor: inactive; TRPC4 potent: inactive; MrgX1 ag: inactive; AI-2 QS modul: -2; PolyA inh: inactive; TRPC4 block: inactive; HIF activator: 0.5

Results for Cc1nn(Cc2cccc(C(N)=O)c2)c(C)c1Br ?
MrgX1 allo act: inactive; TRPC4 agonist: inactive; MrgX1 antagonist: inactive; TRPC6 activator: inactive; TRPC6 inhibitor: inactive; TRPC4 potent: inactive; MrgX1 ag: inactive; AI-2 QS modul: -1; PolyA inh: inactive; TRPC4 block: inactive; HIF activator: 0.4

Results for O=C(Nc1ccc(NC(=O)c2ccc3c(c2)OCCO3)cc1)c1ccccc1 ?
MrgX1 allo act: inactive; TRPC4 agonist: inactive; MrgX1 antagonist: inactive; TRPC6 activator: inactive; TRPC6 inhibitor: inactive; TRPC4 potent: inactive; MrgX1 ag: inactive; AI-2 QS modul: 8; PolyA inh: inactive; TRPC4 block: inactive; HIF activator: -0.1
